MPTP inh – blocks calcium-induced mitochondrial swelling; isolated mouse mitochondria, Ca2+ swelling absorbance, 30 min; inhibition, % at 10 µM; actives 1.4% (n = 360,000);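 active = inhibition of 50% or more, scaled per plate between neutral and stimulator controls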;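 also: 0% = DMSO wells given calcium and 100% = 1 mM EGTA wells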
APOBEC3G inh – inhibitors of human APOBEC3G DNA deaminase; inhibition, % at 20 µM; recombinant A3G, ssDNA deamination FAM/TAMRA fluorescence; Q9HC16; actives 0.28% (n = 330,000);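 active = inhibition of at least 40% at 20 µM, with no more than 30% in the related APOBEC3A deaminase screen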;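 also: plate controls were DMSO wells with A3G for no effect and wells lacking A3G enzyme for full effect; some compounds called inactive have numbers as strong as hits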
mIAP inh – mouse IAP inhibition; purified mouse IAP, CDP-Star luminescence, 30 min; inhibition, % at 10 µM; actives 0.2% (n = 330,000);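 active = inhibition of at least 40% at 10 µM in the primary screen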;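 also: plate controls were DMSO with enzyme for no effect and no enzyme wells for full effect; values of inactives mirror those of a sister screen read the other way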
APOBEC3A inh – human APOBEC3A DNA deaminase inhibition; actives 0.41% (n = 330,000); inhibition, % at 20 µM; P31941; recombinant A3A, FAM/TAMRA ssDNA deamination fluorescence;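 active = at least 40% inhibition at 20 µM here, with at most 30% in a related deaminase screen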;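 also: plate controls were A3A with DMSO for no effect and wells lacking A3A enzyme for full effect; some results filed as inactive read as strong as hits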
Target sequence (P31941 whole entry, looked up): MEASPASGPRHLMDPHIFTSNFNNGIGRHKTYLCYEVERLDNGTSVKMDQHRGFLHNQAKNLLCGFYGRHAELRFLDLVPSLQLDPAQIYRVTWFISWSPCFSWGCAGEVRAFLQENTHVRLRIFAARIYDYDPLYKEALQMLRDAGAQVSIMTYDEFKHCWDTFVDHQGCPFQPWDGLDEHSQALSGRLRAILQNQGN
ATG4B inh – ATG4B (human) cysteine protease inhibition; actives 0.51% (n = 340,000); ATG4B cleavage of LC3-PLA2, NBD-HPC fluorescence, 1 h; Q9Y4P1; AID 504462; inhibition, % at 8.33 µM; in the data active = inhibition above about 40%
Target sequence (Q9Y4P1 whole entry, looked up): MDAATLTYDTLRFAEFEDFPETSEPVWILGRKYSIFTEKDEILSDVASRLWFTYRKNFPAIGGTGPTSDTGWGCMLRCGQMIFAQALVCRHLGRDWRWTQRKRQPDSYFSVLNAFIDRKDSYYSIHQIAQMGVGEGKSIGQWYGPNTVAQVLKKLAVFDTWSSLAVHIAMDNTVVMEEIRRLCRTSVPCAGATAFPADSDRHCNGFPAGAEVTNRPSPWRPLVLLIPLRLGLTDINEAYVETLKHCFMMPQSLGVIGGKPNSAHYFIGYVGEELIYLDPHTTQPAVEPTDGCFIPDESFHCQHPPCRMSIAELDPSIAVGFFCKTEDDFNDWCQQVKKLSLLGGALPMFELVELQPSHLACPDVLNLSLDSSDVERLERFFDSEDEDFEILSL
hIAP act – human IAP activation | P09923 | purified human IAP, CDP-Star luminescence, 30 min; active compounds read high; 1 = vehicle-only enzyme, 0 = enzyme-free background | activation factor at 10 µM | actives 0.16% (n = 330,000);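 active = activation factor of the enzyme at least 2-fold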; also: the source names both 10 and 20 µM as test concentration; values of inactives mirror those of a sister screen read the other way
Target sequence (P09923 whole entry, looked up): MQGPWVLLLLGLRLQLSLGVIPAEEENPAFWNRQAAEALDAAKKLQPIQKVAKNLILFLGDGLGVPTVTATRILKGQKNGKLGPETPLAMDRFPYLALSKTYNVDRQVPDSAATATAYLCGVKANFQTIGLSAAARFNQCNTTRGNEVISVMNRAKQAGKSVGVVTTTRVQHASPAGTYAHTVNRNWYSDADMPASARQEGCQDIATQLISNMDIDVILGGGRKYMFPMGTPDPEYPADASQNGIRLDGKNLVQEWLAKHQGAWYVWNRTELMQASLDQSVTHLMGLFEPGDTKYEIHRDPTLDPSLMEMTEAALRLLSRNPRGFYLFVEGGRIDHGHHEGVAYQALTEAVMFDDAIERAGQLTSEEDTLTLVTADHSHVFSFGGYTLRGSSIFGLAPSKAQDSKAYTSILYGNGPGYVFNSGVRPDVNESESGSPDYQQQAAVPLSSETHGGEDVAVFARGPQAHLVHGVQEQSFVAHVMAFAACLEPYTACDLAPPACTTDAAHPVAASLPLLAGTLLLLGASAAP
hIAP inh – blocks human intestinal alkaline phosphatase. AID 2544. purified IAP, CDP-Star luminescence, 30 min. actives 0.12% (n = 330,000). inhibition, % at 10 µM. P09923;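 active = inhibition reaching a set limit with compound at 10 µM in the primary screen, cut at about 35% in these data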;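 also: plate controls were DMSO wells with enzyme for no effect and no-enzyme buffer wells for full effect; values of inactives mirror those of a sister screen read the other way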
MIN6 prolif – inducers of beta-cell replication in MIN6 cells | MIN6 cells proliferation, ATPlite luminescence, 48 h; cells starved in 0.2% serum; 100% = growth in 10% serum | proliferation, % at 10 µM | actives 0.29% (n = 330,000);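 active = compounds whose signal lies at least 3.5 SD above the mean of all wells on their plate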;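 also: 0% = DMSO-treated cells in low-serum medium and 100% = 10% serum control; some compounds called inactive have numbers as strong as hits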
mIAP act – mouse IAP activation | muIAP, CDP-Star luminescence, 30 min; active compounds read high; 1 = vehicle-only enzyme signal, 0 = enzyme-free wells | activation factor at 10 µM | actives 0.24% (n = 330,000);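 active = activation factor of at least 2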; also: the source names both 10 and 20 µM as test concentration; values of inactives mirror those of a sister screen read the other way
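Assay system: mouse IAP enzyme / Compound: DMSO-dissolved test compounds / Timing: 30 min, room temperature / Measured by: luminescence from enzymatic CDP-Star hydrolysis / Control set: DMSO-only wells, enzyme-free buffer wells as negative control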
Numbers without * were called inactive; nt = not tested or not shown. Compounds were not picked by outcome; about 3.3% have a hit in one of these screens.

SMILES	MPTP inh	APOBEC3G inh	mIAP inh	APOBEC3A inh	ATG4B inh	hIAP act	hIAP inh	MIN6 prolif	mIAP act
Cc1ccc2ncnc(Oc3ncccc3[N+](=O)[O-])c2c1	1.8	22	-2	-1	10	1.1	-7	-1	1
COc1cc(CNCc2cccs2)ccc1OCc1cccs1	1.2	-6	-4	-3	-1	1.2	-15	-1	1
O=C(Nc1ccc(S(=O)(=O)NCC2CCCO2)cc1)c1ccc(F)cc1 (stereo not given)	-0.8	-2	1	-2	-7	0.87	13	-2	0.99
CCCS(=O)(=O)N1CCC(C(=O)NC2CCC(C)CC2)CC1 (stereo not given)	-1.3	0	-8	1	-6	0.86	14	1	1.1
CC1CCN(C(=S)NC(=O)c2ccco2)CC1	0.6	-6	-2	-3	-1	0.96	4	-2	1
COc1ccc(C(=O)Nc2ccccc2C)cc1S(=O)(=O)N1CCOCC1	-2.0	-4	8	0	-2	0.85	15	0	0.92
CCCc1cc(-c2nc(-c3ccc(Cl)cc3)cs2)ccn1	0.5	-5	8	-1	-5	0.99	1	-3	0.92
Cc1nc2c(ccc3nc(NC(=O)C(c4ccccc4)c4ccccc4)sc32)s1	2.7	-5	-8	2	-5	0.88	12	-6	1.1
COc1ccccc1CC(=O)NC1CCCc2ccccc21 (stereo not given)	2.3	-2	1	0	-3	1.1	-6	1	0.99
O=C(COc1cccc(C(F)(F)F)c1)Nc1cccnc1	-0.4	-2	1	-3	-1	0.85	15	-1	0.99
Cc1cc(C(=O)COc2ccc(C#N)cc2)c(C)n1-c1ccc2c(c1)OCO2	11	-10	-3	2	5	1.1	-11	-6	1
O=C(NNS(=O)(=O)c1ccc(Br)cc1)c1sccc1-n1cccc1	0.0	1	4	0	-8	1.2	-16	-3	0.96
COC(=O)c1ccc(C(c2c(C)[nH][nH]c2=O)c2c(C)[nH][nH]c2=O)cc1	-0.3	-4	-1	-6	0	1.4	-36	1	1
CCNC(=O)CN(c1ccc(C)cc1)S(=O)(=O)c1ccc(SC)cc1	1.1	-10	2	-2	5	1	0	5	0.98
CCCCSc1nnc(CSc2nc3nc(C)cc(C)n3n2)o1	-0.5	-1	1	-6	-4	1.1	-7	-1	0.99
COc1ccc([C@H]2CC(=O)C=C(c3ccc(-c4ccccc4)c(F)c3)C2)cc1OC	-1.8	-8	10	-2	-2	0.9	10	-2	0.9
N#CC1=C(N)C(C#N)(C#N)C(c2cccnc2)C2CN(C(=O)OCc3ccccc3)CC=C12 (stereo not given)	0.2	-5	4	-19	2	1	-4	0	0.96
Nc1nc(SCC(=O)c2c(N)n(C3CC3)c(=O)[nH]c2=O)n[nH]1	0.5	-11	12	-3	6	0.97	2	5	0.88
CCCCCCN1CC(C(=O)OCC)C(=O)C1=O (stereo not given)	1.4	1	0	3	-3	0.93	7	0	1
CCOC(=O)N1CCN(C(=O)c2cc3cc(OC)c(OC)cc3[nH]2)CC1	-0.1	-2	-3	4	-4	1.1	-10	-3	1

Among those listed so far, 5 contain four or more nitrogen atoms:
SMILES	MPTP inh	APOBEC3G inh	mIAP inh	APOBEC3A inh	ATG4B inh	hIAP act	hIAP inh	MIN6 prolif	mIAP act
Cc1ccc2ncnc(Oc3ncccc3[N+](=O)[O-])c2c1	1.8	22	-2	-1	10	1.1	-7	-1	1
COC(=O)c1ccc(C(c2c(C)[nH][nH]c2=O)c2c(C)[nH][nH]c2=O)cc1	-0.3	-4	-1	-6	0	1.4	-36	1	1
CCCCSc1nnc(CSc2nc3nc(C)cc(C)n3n2)o1	-0.5	-1	1	-6	-4	1.1	-7	-1	0.99
N#CC1=C(N)C(C#N)(C#N)C(c2cccnc2)C2CN(C(=O)OCc3ccccc3)CC=C12 (stereo not given)	0.2	-5	4	-19	2	1	-4	0	0.96
Nc1nc(SCC(=O)c2c(N)n(C3CC3)c(=O)[nH]c2=O)n[nH]1	0.5	-11	12	-3	6	0.97	2	5	0.88

(further entries)
SMILES	MPTP inh	APOBEC3G inh	mIAP inh	APOBEC3A inh	ATG4B inh	hIAP act	hIAP inh	MIN6 prolif	mIAP act
O=C(NC1CCCCCC1)c1ccc(CS(=O)(=O)Cc2ccc(F)cc2)o1	-0.9	1	-1	-2	13	0.97	3	-5	1
O=C(O)Cc1c(O)ccc2ccccc12	-1.5	-4	-2	-1	-8	0.9	10	0	1
CC1CC(C)(C)NC(=S)N1CCC(=O)N1CCc2ccccc21 (stereo not given)	-0.9	-11	2	0	-5	1	-1	0	0.98
Cc1ccc(CNC(=O)CSc2n[nH]c(N)n2)cc1	0.7	2	-6	6	-7	0.96	4	0	1.1
Cc1nc(C)c(C(=O)O)s1	-0.3	-6	-20	-7	-5	1	-2	-1	1.2
CCCNC(=O)[C@@H]1CCCN1C(=O)C1CCN(S(=O)(=O)c2ccc(C)cc2)CC1	-0.1	0	1	-1	2	0.97	3	-1	0.99
O=C(CSc1nc2ccccc2c(=O)n1Cc1ccc(Cl)cc1)NCc1cccs1	8.3	-1	3	0	-11	0.77	23	-2	0.97
NCCSC1CC(=O)N(Cc2ccc(F)cc2)C1=O (stereo not given)	-0.5	-8	9	0	1	1	-4	4	0.91
O=C(c1noc2c1CCCCC2)N1CCOCC1	-0.9	2	-10	-5	-2	1.1	-12	-1	1.1
CNC(=S)Nc1cc2oc3ccccc3c2cc1OC	-0.1	-7	-8	-4	-12	1	-2	-4	1.1
CCOc1ccc(NC(=O)COC(=O)c2cc(C)oc2C)cc1	-0.3	4	1	3	3	1.1	-8	-2	0.99
COc1ccc(-c2cn(-c3ccc(OC)cc3)c3[n+]2-c2ccccc2CC3)cc1	15	-7	0	-4	4	1.3	-27	-6	1
O=C(c1cc(S(=O)(=O)N2CCN(c3ccccc3)CC2)ccc1Cl)N1CCCCCCC1	0.9	-11	2	-4	0	1	-4	-6	0.98
CCSC1=NCCN1S(=O)(=O)c1ccccc1	-2.4	3	3	1	4	1.1	-7	-3	0.97
CCC1CCCCN1CCCNC(=O)CN1C(=O)CSc2ccc(S(=O)(=O)N3CCOCC3)cc21 (stereo not given)	-0.5	1	3	2	-9	1.2	-23	1	0.97
COc1ccc(OC)c2c(C)c(C)[nH]c12	0.1	-4	9	-6	0	0.79	21	-6	0.91
CC(C)OP(=O)(c1ccc(N(C)C)cc1)C(O)c1ccccc1 (stereo not given)	1.0	-3	-2	-4	-10	0.9	10	-3	1
O=C(O)c1ccccc1CSc1ncccc1C(=O)O	-0.4	-8	2	-1	-2	1.1	-13	-1	0.98
CC1CCN(CCC(=O)Nc2ccc3c(c2)OCCO3)CC1	nt	-6	-4	1	nt	0.97	3	0	1
Cc1ccc(NC(=O)OCc2cncs2)cc1	-0.3	-7	7	0	14	0.91	9	-2	0.93
COc1cc(NC(=O)Nc2ccc(Cl)c(Cl)c2)c(C(=O)O)cc1OC	3.8	-4	3	0	12	1	-2	-4	0.97
O=C(Nc1cccc(-c2nc3ncccc3o2)c1)c1sc2cc(Cl)ccc2c1Cl	-3.4	5	16	20	1	0.92	8	-3	0.84
COc1cc(/C=C2\C(=N)N3N=CSC3=NC2=O)ccc1OS(=O)(=O)c1ccccc1[N+](=O)[O-]	0.9	-6	8	1	9	1.3	-30	-4	0.92
OC1(c2ccc(F)cc2)CSC(=Nc2cccnc2)N1Cc1ccco1 (stereo not given)	0.5	-7	-11	0	-15	1.1	-9	0	1.1
CC(C(=O)NCCN1CCOCC1)(c1ccccc1)c1ccccc1	-0.1	-2	1	1	-1	1	0	-3	0.99
CCn1c(C(=O)O)c(CC(=O)Nc2ccccc2OC)c2ccccc21	0.8	-7	-2	-4	-3	0.94	6	-5	1
CN1CCN(C(=S)c2ccc(Cl)cc2)CC1	1.5	-5	-9	-5	6	0.95	5	-1	1.1
O=C(CC1C(=O)NCCN1Cc1ccoc1)NCCc1ccc(Cl)cc1 (stereo not given)	-0.5	-2	2	-4	35	1	-2	0	0.98
CSc1nsc(SC)c1C(=O)N1CCN(S(=O)(=O)c2ccc(C)cc2)C1C(C)C (stereo not given)	-1.5	-7	4	-6	-3	0.95	5	-4	0.96
C/C(=N\NC(=O)c1cccc(S(=O)(=O)Nc2ccccc2Cl)c1)c1ccc(-n2ccnc2)cc1	0.8	-2	14	-1	-5	1	-2	-2	0.86
COc1ccc(/C=C/C(=O)Nc2ccc(OC)nc2)cc1	1.8	-2	0	-1	6	1	-4	1	1
COc1ccc2[nH]c3nc(SCC(=O)NNC(=O)c4ccc(OC)c(OC)c4)nnc3c2c1	0.4	0	12	6	-10	1	-5	-1	0.89
COc1ccc(C(CCN2CCOCC2)c2c(O)cc(OC)cc2OC)cc1 (stereo not given)	-1.0	12	5	0	-11	0.88	12	-1	0.95
COc1ccc(NC(=O)c2nc3nc(C)cc(C(F)F)n3n2)cc1OC	-1.0	-6	1	2	-10	0.94	6	1	0.99
CC(C)(C)c1ccc(C(=O)NNC(=S)NCc2ccco2)cc1	3.4	-5	7	-5	2	0.94	6	3	0.93
COCCN(CC1CCCN(C2Cc3ccccc3C2)C1)C(=O)CSC (stereo not given)	0.7	-8	-3	-1	0	1.3	-32	-1	1
CCN(CC)C(=O)[C@H]1C[C@H](CC(=O)NCc2ccc(OC)c(OC)c2)C(=O)N2CCc3c([nH]c4cc(CCC(=O)N(C)C)ccc34)[C@]12C	-1.0	5	0	5	-1	nt	nt	nt	0.99
COc1ccc(-n2nc(C(=O)NCC(=O)NCCN(C)C)c3ccccc3c2=O)c(OC)c1	0.0	-10	2	-5	-3	0.91	9	-1	0.98
CCC(C)NCCOCCOc1ccc(F)cc1 (stereo not given)	-1.2	-6	-6	-4	10	0.99	1	-3	1.1
CN1CCN(C(=O)Nc2ccc3c(c2)N(C)C(=O)c2ccccc2S3)CC1	0.7	-4	-2	0	-4	0.97	3	-2	1
Cc1ccc2c(C)c(C(=O)N(C)Cc3nccn3C)oc2c1C	-1.0	-4	7	-3	-8	1.2	-25	0	0.93
CCc1ccc(-c2nc(CS(=O)CC(=O)NCCc3ccccc3)c(C)o2)cc1 (stereo not given)	-1.0	-5	4	-5	-2	1.1	-7	-1	0.96
CCCn1c(C)cc(C(=O)COC(=O)c2nccnc2N)c1C	-1.4	16	4	1	7	1	-1	-3	0.96
O=C(NCSc1ccccc1)c1ccccc1	-0.1	-14	0	-8	-16	0.99	0	-4	0.99
O=c1c2c(-c3ccco3)csc2nc(SCc2cn3cccnc3n2)n1-c1ccccc1	0.4	5	27	5	10	0.91	9	-2	0.73
CSCCC(NC(=O)C1CCC(C)CC1)C(=O)OCC(=O)c1ccc(Cl)cc1 (stereo not given)	-0.9	0	0	4	-3	0.94	6	3	1
CC1CCCC(C)N1/N=C/c1ccc(O)cc1 (stereo not given)	0.9	-8	3	-5	0	0.97	3	-2	0.97
COC(=O)Cn1cnc2c(nnn2-c2ccc(C)cc2)c1=O	-0.7	-4	0	4	-4	1	-2	-1	1
CC(C)(/C=N/O)N(O)C=C1C=CC(=O)C=C1	-0.3	-5	-6	-2	-9	1.1	-10	-4	1.1
COc1ccc(OCc2cc(C(=O)N(C)Cc3cc(C4CC4)n[nH]3)no2)c(Cl)c1	0.7	-2	8	-3	11	1.6	-57	-2	0.92
Later entries:
SMILES	MPTP inh	APOBEC3G inh	mIAP inh	APOBEC3A inh	ATG4B inh	hIAP act	hIAP inh	MIN6 prolif	mIAP act
COc1cc(/C=N/O)cc(Cl)c1OC	-0.1	-2	-7	4	-3	1	-1	0	1.1
N#C/C(=C\c1ccc(-c2ccc(F)cc2)o1)C(=O)Nc1nc(-c2cccs2)cs1	10	0	21	0	5	0.72	28	-1	0.79
CN1CCN(S(=O)(=O)c2ccc(NS(=O)(=O)c3ccccc3)cc2)CC1	2.2	-7	6	-5	3	1.1	-13	3	0.94
CC(=O)N1CCC2(CC1)C(C#N)=C(N)Oc1n[nH]c(C(F)(F)F)c12	-3.6	0	-8	-17	-7	1.1	-6	0	1.1
